PGC1a acetyl inh = modulators of PGC1a acetylation; 350,000 compounds, 0.17% hits; AID 651687; U2OS PGC1a acetylation, AlphaScreen anti-acetyl-lysine; with virally co-expressed GCN5 acetyltransferase; inhibition, % at 15.6 µM;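 active = every replicate shows inhibition of at least 40%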;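 note: 0% = neutral control wells and 100% = positive control wells; some results beyond the cut were filed as inactive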
Cneo AK release = Cryptococcus neoformans lysis via adenylate kinase release. C. neoformans lysis, adenylate kinase release luminescence, 4 h; normalised: neutral wells 0, clomiphene wells 100. lysis activity, % at 15 µM. 360,000 compounds, 0.2% hits;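 active = mean lysis activity across replicates of at least 80%, whatever share of replicates individually reach that level; inactive = mean lysis activity below 80%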
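Test system: log-phase Cryptococcus neoformans yeast cells; Quantity: yeast cell density of 5 × 10^6 cells/mL; Buffer or medium: YPD; Doses: single compound concentration per well; Timing: 4 h at 37 °C static, read 1 h later; Measured by: AK luminescence; Read-out basis: lysis from increased AK signal; Control set: Clomiphene as positive control.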
PAX8 reporter = PAX8 transcriptional activity inhibition; RMG-I TPO-luciferase reporter, SteadyGlo, 24 h; inhibition, % at 12.6 µM; 360,000 compounds, 1.2% hits;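 active = mean replicate inhibition at least 60% with every replicate also reaching 60%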;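 note: luciferase light reporting Pax8 driven TPO promoter activity; plate controls were median of neutral control wells for no effect and mitoxantrone controls for full effect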
LGR2 inh = Drosophila LGR2 receptor signaling inhibition | HEK293 LGR2, CRE-luciferase, bursicon-stimulated, 4 h | inhibition, % at 9.99 µM | 380,000 compounds, 0.35% hits | AID 720647;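 active = drop in luminescence signal, shown as inhibition above about 50% in the replicate tests, limit read from the data, passing the limit was not always enough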;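 note: agonist challenge used bursicon conditioned medium at about half maximal strength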
ARNT TACC3 PPI = ARNT/TACC3 interaction disruption; AlphaScreen His-ARNT PAS-B/GST-TACC3 binding, luminescence; TACC3 fragment carries E629A point mutation; inhibition, % at 9.99 µM; 390,000 compounds, 0.66% hits;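 active = mean inhibition of replicates at least 50% and at least half of replicates each reaching 50%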;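 note: 0% = complete ARNT plus TACC3 wells and 100% = ARNT alone without TACC3; many hits fall short of the cut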
Statin myotox sup = suppressors of simvastatin-induced myotoxicity in C2C12 myotubes. AID 602340. ATP luminescence, 48 h; scaled: DMSO 0, geranylgeraniol control 100. 330,000 compounds, 0.78% hits. rescue of ATP level, % at 7.49 µM;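 active = mean ATP rescue above about 67%, or every replicate alone reaching that limit, limit read from the data, passing the limit was not always enough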;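 note: myotubes were challenged with 10 µM simvastatin during compound exposure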
PglD inh = PglD (C. jejuni) enzyme inhibition; purified PglD enzyme, DTNB colorimetric CoA detection; inhibition, % at 12.5 µM; 360,000 compounds, 0.098% hits; in the data active = inhibition above about 16%, passing the limit was not always enough; note: strong numbers were not always called active
INS-1E GSIS act = primary screen for activators of insulin secretion dependent on glucose, INS-1E cells, GLuc reporter luminescence; activation, % at 16.6 µM; AID 743287; INS-1E GLuc reporter insulin secretion, 2-3 h; 370,000 compounds, 0.61% hits;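 active = lowest replicate activation of at least 40%, so every replicate reaches that level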;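 note: 0% = median of neutral control wells and 100% = median of IBMX positive control wells; some compounds called inactive have numbers as strong as hits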
* marks the source's active call; other numbers are inactive results; nt = no result given; & = joins results of further samples.

Start of the listing, in advance (three entries):
SMILES	PGC1a acetyl inh	Cneo AK release	PAX8 reporter	LGR2 inh	ARNT TACC3 PPI	Statin myotox sup	PglD inh	INS-1E GSIS act
CCOc1ccc2[nH]c(=O)c(C(c3nnnn3C3CCCCC3)N3CCN(C)CC3)cc2c1 (stereo not drawn)	-10.1	-0.4	-11.9	nt	-0.7	-5.1	nt	nt
Cc1nnsc1C(=O)N1CCCC(C)(C(=O)NS(=O)(=O)C2CC2)C1 (stereo not drawn)	1.7	2.1	5.8	-12.6	nt	3.2	2.0	8.9
Cc1noc(C)c1S(=O)(=O)N(C)C[C@@H]1OCc2ccccc2-c2c(n(C)c3ccccc23)C(=O)N([C@@H](C)CO)C[C@H]1C	11.6	-3.6	10.3	3.3	2.8	50.8	-2.3	11.0

Results, from the start:
SMILES	PGC1a acetyl inh	Cneo AK release	PAX8 reporter	LGR2 inh	ARNT TACC3 PPI	Statin myotox sup	PglD inh	INS-1E GSIS act
CCOc1ccc2[nH]c(=O)c(C(c3nnnn3C3CCCCC3)N3CCN(C)CC3)cc2c1 (stereo not drawn)	-10.1	-0.4	-11.9	nt	-0.7	-5.1	nt	nt
Cc1nnsc1C(=O)N1CCCC(C)(C(=O)NS(=O)(=O)C2CC2)C1 (stereo not drawn)	1.7	2.1	5.8	-12.6	nt	3.2	2.0	8.9
Cc1noc(C)c1S(=O)(=O)N(C)C[C@@H]1OCc2ccccc2-c2c(n(C)c3ccccc23)C(=O)N([C@@H](C)CO)C[C@H]1C	11.6	-3.6	10.3	3.3	2.8	50.8	-2.3	11.0
O=C(Cn1nc(CNc2ccc(Cl)cc2)[n+]2c1CCCCC2)c1ccc(Cl)cc1	nt	-10.3	13.8	-4.5	12.7	-122.6	-0.7	27.1
COc1cc(/C=C/C(=O)O)cc(S(=O)(=O)Nc2ccccc2C(=O)NCc2ccco2)c1OC	-15.9	4.0	-12.8	-3.9	31.6	0.7	-5.4	-1.8
C[C@H]1CN([C@@H](C)CO)C(=O)c2cc(NC(=O)Nc3ccc(F)cc3)ccc2O[C@H]1CN(C)Cc1ccc(-c2ccccc2)cc1	-0.1	0.8	nt	-9.5	24.5	nt	4.7	-16.1
COc1ccc2c(-c3ccccc3)cc(SCC(=O)NC(N)=O)nc2c1	-7.4	nt	7.8	-3.8	-4.2	nt	nt	3.8
CCNC(=O)N(C)C[C@H]1N[C@@](CC)(C(=O)OC)[C@H]2C(=O)N(C)C(=O)[C@@H]12	9.1	-1.3	12.7	6.2	1.0	5.9	9.1	4.3
O=C(Cc1ccc(Cl)cc1)N/N=C/c1cccs1	-7.8	-1.2	8.9	-10.0	-15.2	5.5	-6.0	1.1
C=CCn1c(SCc2nc3sc(C(=O)O)c(C)c3c(=O)[nH]2)nnc1-c1ccc(F)cc1	nt	nt	6.8	12.1	-8.6	nt	nt	-3.3
CCN(CC)C(=O)COc1ccc(/C(C)=N/Nc2ncc(Cl)cc2Cl)cc1	12.6	-1.0	-13.6	-0.3	6.4	nt	-108.7	30.4
CCN(CC)CCN(C(=O)c1ccc(S(=O)(=O)N(CC)c2ccccc2)cc1)c1nc2c(OC)ccc(OC)c2s1	4.9	0.2	12.4	4.2	12.3	-17.4	-0.1	66.1
CC(=O)Nc1ccc(S(=O)(=O)NCc2ccc(C(=O)NCCCN3CCC(C)CC3)cc2)cc1	-2.3	0.5	-5.9	-0.3	-0.8	-5.8	-3.3	4.1
CCc1ccc(N2CN(CCc3ccccc3)CNC2=S)cc1	-2.8	-2.2	5.6	nt	nt	nt	1.6	nt
COc1ccc(-c2nc3c(n2O)CCCC3=O)cc1OC	-8.2	1.0	nt	nt	-7.7	10.1	5.0	nt
CC(=O)Nc1ccc(NC(=O)C2CCC(N3C(=O)C4C5C=CC(C6CC56)C4C3=O)CC2)cc1 (stereo not drawn)	11.7	-0.8	6.3	3.9	-0.9	-42.9	0.1	10.7
CN(C)C(=O)c1cccc(-c2ccc([C@H]3[C@H](CO)N4CCCCN(CC5CCOCC5)C[C@@H]34)cc2)c1	-1.8	46.5	4.4	-11.8	-6.7	6.7	-57.0	25.2
N#CCOc1nc(N2CCCC2)nc(N2CCCC2)n1	12.7	3.3	-2.3	nt	0.0	nt	14.8	nt
Cc1cc(NC(=O)CCCn2nc([N+](=O)[O-])c(Cl)c2C)no1	2.9	nt	1.6	-9.8	34.0	3.6	nt	-8.9
FC(F)(F)c1cccc(Cn2c3[n+](c4ccc(C(F)(F)F)cc42)CCCCC3)c1	-4.3	nt	18.8	-21.1	-1.4	nt	nt	3.6
COc1ccc(C(=O)C2CN(c3ccccc3)CC2c2ccc(Cl)cc2)cc1 (stereo not drawn)	-5.0	1.2	nt	nt	1.0	13.6	4.4	nt
O=C(/C=C/[C@H]1O[C@@H](n2ccc(=O)[nH]c2=O)[C@H](O)[C@@H]1O)NC1CCN(Cc2ccccc2)C1 (stereo partly drawn)	2.9	1.0	-1.2	-2.3	nt	-2.7	0.4	nt
COCCN1CN(S(=O)(=O)c2ccccc2)c2nc3ccccc3nc21	-7.2	1.5	nt	nt	0.6	9.3	-0.2	nt
CCn1c(=O)cc(OCC(=O)Nc2ccccc2N2CCN(C)CC2)c2ccccc21	6.9	1.0	10.8	-0.6	-1.3	-3.3	0.2	nt
N#C[C@@H]1N[C@@H](CO)[C@@H]1c1ccc(C2=CCCC2)cc1	-10.3	3.4	-5.3	nt	14.1	-19.5	2.5	-3.0
Cc1ccc(NC(=O)C(C)OC(=O)c2nc(Cl)ccc2Cl)cc1S(=O)(=O)N1CCOCC1 (stereo not drawn)	3.4	-0.5	6.0	-6.4	7.9	3.6	-2.9	-12.4
O=C(c1cnn(C(=O)c2ccccc2F)c1)c1ccccc1O	6.0	nt	11.6	-16.3	nt	2.8	nt	-9.0
CCc1ccccc1NC(=S)N(CCOC)C(C)c1ccco1 (stereo not drawn)	0.3	0.7	7.8	-4.9	2.8	-1.7	4.0	-15.5
O=C(Nc1cc(Sc2nc3ccccc3s2)cc([N+](=O)[O-])c1)c1ccccc1F	-17.3	0.8	nt	nt	-4.5	3.2	-1.5	nt
Cc1ccc(/C=C/C(=O)NCCCN2CCN(CCCNC(=O)/C=C/c3ccc(C)o3)CC2)o1	nt	nt	-20.6	-7.5	-1.8	nt	nt	25.5
CCC(C)(C)NC(=O)C(c1cccnc1)N(C(=O)c1csnn1)c1ccccc1 (stereo not drawn)	nt	nt	7.5	4.8	-2.0	nt	nt	1.4
O=C(Cc1ccc(Cl)cc1)Nc1ccccc1N1CCN(C(=O)c2ccccc2)CC1	nt	0.9	25.9	22.2	nt	10.0	0.0	-0.4
Cc1cc(=O)[nH]c(SCC(=O)N2CC3(C)CC2CC(C)(C)C3)n1 (stereo not drawn)	45.5	1.4	-9.1	4.3	6.0	-11.6	-3.1	nt
Cc1ccc2nc(NC(=O)CCCc3nc4ccccc4s3)sc2c1	10.7	0.3	nt	-5.4	1.6	31.9	4.0	-18.6
CN1CCc2nc(SC(C(=O)O)c3ccccc3)c(C#N)c(-c3cccs3)c2C1 (stereo not drawn)	0.4	2.8	-12.5	-17.7	30.5	10.7	0.4	20.0
Cc1ccc(OCC(=O)NS(=O)(=O)c2ccccc2)cc1	5.6	-1.0	-15.8	1.4	-4.6	-0.8	6.4	12.3
O=C(C[C@@H]1CC[C@H]2[C@@H](COC[C@@H](O)CN2S(=O)(=O)c2ccccc2F)O1)NCc1ccccc1Cl	7.9	2.0	-4.8	-23.4	0.2	22.6	-1.2	-2.1
C[C@H]1CN([C@@H](C)CO)S(=O)(=O)c2ccc(Br)cc2O[C@@H]1CN(C)C(=O)C1CCOCC1	0.1&6.9	2.2&0.4	6.7&10.9	-9.7&3.4	3.5	3.6&-50.5	2.7&-2.0	-4.3&15.9
N#CCCn1cc(C(=O)Nc2ccccc2Br)c(-c2cccs2)n1	nt	nt	3.5	-9.8	-13.7	nt	nt	-4.1
CC(=O)c1cccc(NC(=O)c2sc3nc4n(c(=O)c3c2C)CCCCC4)c1	-5.9	4.8	-58.7	-5.2	15.9	-22.5	2.7	-23.0
O=C(C[C@H]1C[C@H]2c3cc(NC(=O)NC4CCCC4)ccc3O[C@H]2[C@@H](CO)O1)NCc1ccc(Cl)cc1	-1.3	12.4	nt	-0.8	-5.1	5.7	-0.2	12.4
C[C@@H]1CN([C@@H](C)CO)S(=O)(=O)c2ccc(-c3ccc(F)cc3)cc2O[C@H]1CN(C)C(=O)C1CCC1	-5.1	nt	nt	0.6	nt	-78.5	nt	13.0
O=C(NC1CCC1)[C@H]1[C@H](CO)[C@H]2Cn3c(ccc(-c4ccccc4)c3=O)[C@@H]1N2Cc1cocn1	nt	-1.5	-4.3	-2.4	-1.1	-6.9	3.2	4.7
COc1ccc(Cl)cc1-c1nc(SCC(=O)N(C)C2CCS(=O)(=O)C2)n[nH]1 (stereo not drawn)	1.3	-12.6	14.5	-4.5	-7.6	0.6	4.3	-2.3
O=C(O)CC12CC3CC(C1)CC(n1ncc(NCc4ccccc4Cl)c(Cl)c1=O)(C3)C2	6.6	0.4	-4.0	9.8	0.8	-28.8	-0.4	-3.2
COc1ccc(C2C(C(C)=O)=C(O)C(=O)N2Cc2cccnc2)cc1 (stereo not drawn)	7.1	1.2	nt	nt	-1.9	14.3	2.1	nt
Cc1cc(Br)cn2c(Cc3ccsc3)c(-c3ccc(Cl)cc3)nc12	7.3	-1.3	nt	nt	nt	-17.6	1.7	nt
C(#CCN1CCOCC1)CCCN1CCOCC1	-6.4	-3.3	3.7	23.3	13.4	-1.6	2.2	nt
COc1ccc(-c2noc(CN(C)Cc3ccccc3)n2)c(OC)c1OC	nt	-3.6	-15.6	-26.6	-3.5	6.1	1.2	-8.4
COc1ccc([C@@H]2CC=C(C(=O)O)[C@H](c3ccccc3F)N2S(=O)(=O)c2ccccc2C)cc1	nt	-0.6	-13.4	6.9	2.8	-4.1	5.6	-2.1
Cc1ccc(S(=O)(=O)Nc2ccc3c(c2)C(=O)N([C@@H](C)CO)C[C@@H](C)[C@H](CN(C)S(=O)(=O)c2ccccc2)OCCCC[C@H](C)O3)cc1	3.8	3.1	-0.4	-10.6	8.2	nt	0.5	-13.8
CCn1c(-c2cccn(Cc3ccc(Cl)cc3Cl)c2=O)n[nH]c1=S	-2.3	-8.6	3.0	14.3	-13.6	7.0	-3.7	nt
CCC(C)(C)C1CCC(=NNS(=O)(=O)c2ccc(C)c([N+](=O)[O-])c2)CC1 (stereo not drawn)	nt	nt	15.2	6.4	1.5	nt	nt	-38.1
Cc1noc(C)c1NC(=O)Nc1cccc2c1O[C@H](CN(C)C(=O)Nc1cccc3ccccc13)[C@H](C)CN([C@H](C)CO)C2=O	3.6	1.8	4.3	1.7	5.7	-1.8	-0.1	15.1
CC(C)CC1c2[nH]c3ccccc3c2CCN1C(=O)C1CCOCC1 (stereo not drawn)	-22.0	nt	4.7	5.2	-2.2	4.4	nt	-15.9
O=C(NCCO)C(=O)NCC1OCCCN1S(=O)(=O)c1ccc2c(c1)OCCO2 (stereo not drawn)	nt	0.2	nt	-2.1	-3.4	5.9	1.3	22.0
COc1cc(C=Nc2cccc([N+](=O)[O-])c2C)ccc1OC(C)=O	6.5	0.0	17.4	-10.0	-0.1	3.5	3.4	nt
OC[C@@H]1CN(Cc2ccccc2)C[C@H](n2ccc3c(N4CCCC4)ncnc32)O1	3.8	-0.2	-8.3	0.3	nt	8.0	1.9	25.4
C[C@@H]1CCCCO[C@@H](CN(C)Cc2ccc(Cl)c(Cl)c2)[C@@H](C)CN([C@@H](C)CO)C(=O)c2cc(NC(=O)Nc3ccccc3)ccc2O1	5.7	8.3	81.0*	13.6	0.2	-50.9	-0.4	-0.9

From PubChem BioAssay
